# Bioassay records deposited in PubChem by several laboratories.
# CRFR2-BP antag: blocks CRF-induced signaling of the CRF-BP/CRF-R2 complex | inhibition, % at 11.8 µM | AID 588475 | 0.59% of 350,000 active | HEK293 CRF-R2/CRF-BP, CRF-induced calcium fluorescence;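 active = inhibition of the ligand-induced calcium signal above about 50% at the single tested concentration, limit read from the data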
# CHRM4 antagonist: antagonists of human muscarinic M4 receptor (CHRM4); 0.73% of 360,000 active; P08173; inhibition, % at 3 µM; AID 624125; CHO-hM4 cells, ACh EC80, Fluo-8 calcium fluorescence;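 active = inhibition above its plate's cutoff, the mean inhibition of sample wells plus 3 SD, cut at about 27% in these data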;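 note: 0% = acetylcholine EC80 with DMSO and 100% = DMSO without agonist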
# CRFR2-BP ag: CRF-BP/CRF-R2 complex agonism. HEK293 CRF-R2/CRF-BP, calcium dye fluorescence (FLIPR); percent of saturating CRF peptide response. activation, % at 13.2 µM. 0.46% of 350,000 active. AID 588473;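 active = activation of at least 50%, plus an integration ratio under a set limit after plate pattern correction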;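 note: plate controls were neutral control wells without compound for no effect and CRF at EC100 for full effect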
# CHRM5 agonist: agonists of human muscarinic M5 receptor (CHRM5); P08912; CHO-K1 hM5 cells, Fluo-8 calcium fluorescence; 0% DMSO wells, 100% maximal acetylcholine response; activation, % at 3 µM; 0.19% of 360,000 active; AID 624037;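 active = activation above the run's mean over test compounds plus 3 SD, cut at about 23% in these data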;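 note: signal is peak over basal fluorescence ratio across the kinetic read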
# Target sequence (P08912 whole entry, looked up): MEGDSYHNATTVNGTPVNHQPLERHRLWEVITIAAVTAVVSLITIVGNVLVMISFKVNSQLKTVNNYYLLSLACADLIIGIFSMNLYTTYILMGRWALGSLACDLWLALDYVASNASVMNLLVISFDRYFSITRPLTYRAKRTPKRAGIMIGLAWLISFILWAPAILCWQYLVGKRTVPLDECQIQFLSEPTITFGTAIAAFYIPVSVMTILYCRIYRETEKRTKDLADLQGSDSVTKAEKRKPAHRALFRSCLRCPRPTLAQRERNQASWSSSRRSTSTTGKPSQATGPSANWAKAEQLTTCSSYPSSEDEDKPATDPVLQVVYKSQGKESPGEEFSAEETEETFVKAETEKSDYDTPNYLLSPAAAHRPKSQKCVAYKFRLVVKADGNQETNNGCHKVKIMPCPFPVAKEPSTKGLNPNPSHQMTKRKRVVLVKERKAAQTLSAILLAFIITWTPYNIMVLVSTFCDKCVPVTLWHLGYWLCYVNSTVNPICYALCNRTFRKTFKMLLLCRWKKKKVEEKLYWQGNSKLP
# CHRM4 PAM: CHRM4 positive allosteric modulation; activation, % at 3 µM; 0.4% of 360,000 active; CHO-K1 hM4/Gqi5, Fluo-8 calcium fluorescence, ACh EC20; 0% = ACh EC20, 100% = maximal ACh; P08173;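 active = activation above its plate's cutoff, the mean activation of sample wells plus 3 SD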; note: some results filed as inactive read as strong as hits
# M1 PAM: human CHRM1 positive allosteric modulation; P11229; CHO-K1 hM1, Fluo-8 calcium fluorescence, ACh EC20; 0% = ACh EC20, 100% = maximal ACh; activation, % at 3 µM; 0.088% of 360,000 active; in the data active = activation above about 19%, passing the limit was not always enough
# Target sequence (P11229 whole entry, looked up): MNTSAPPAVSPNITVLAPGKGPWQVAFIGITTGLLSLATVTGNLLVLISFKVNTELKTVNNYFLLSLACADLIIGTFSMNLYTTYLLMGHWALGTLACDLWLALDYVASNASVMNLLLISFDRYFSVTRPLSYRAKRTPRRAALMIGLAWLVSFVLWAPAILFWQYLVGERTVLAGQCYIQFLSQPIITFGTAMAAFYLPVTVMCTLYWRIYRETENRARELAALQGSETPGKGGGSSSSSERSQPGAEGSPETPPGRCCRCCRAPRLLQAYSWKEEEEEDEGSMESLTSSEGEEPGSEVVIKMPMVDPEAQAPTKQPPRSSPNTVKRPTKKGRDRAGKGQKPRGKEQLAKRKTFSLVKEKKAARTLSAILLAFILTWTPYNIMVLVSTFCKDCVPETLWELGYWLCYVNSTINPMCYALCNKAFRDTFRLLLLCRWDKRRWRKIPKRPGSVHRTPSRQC
# CHRM5 PAM: positive allosteric modulators of human muscarinic M5 receptor. P08912. activation, % at 3 µM. CHO-K1 hM5, Fluo-8 calcium, ACh EC20 PAM; 0% = ACh EC20, 100% = ACh EC100. AID 624038. 0.3% of 360,000 active;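 active = activation above the run cutoff, the mean activation of all test compounds plus 3 SD, cut at about 18% in these data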
#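 Measured by: Fluo-8 calcium fluorescence; material: human M5 receptor in CHO-K1 cells; schedule: Post-acetylcholine fluorescence recording 140 s; benchmarks: low control EC20 acetylcholine (0%), high control EC100 acetylcholine (100%); read-out: Max/basal fluorescence ratio as % of EC20–EC100 ACh window; compound: single dose, 3 µM nominal final test concentration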
# CHRM5 antagonist: blocks acetylcholine activation of human M5 receptor. P08912. CHO-hM5 cells, Fluo-8 calcium fluorescence, ACh EC80. inhibition, % at 3 µM. 0.59% of 360,000 active;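 active = inhibition above a per-plate cutoff, the mean of that plate's test compounds plus 3 SD, cut at about 27% in these data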;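 note: 0% = acetylcholine EC80 with DMSO and 100% = DMSO without agonist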
# M4 ag: agonists of human muscarinic M4 receptor (CHRM4); P08173; CHO-K1 hM4/Gqi5, Fluo-8 calcium fluorescence; vehicle 0%, full acetylcholine response 100%; activation, % at 3 µM; 0.14% of 360,000 active; AID 624127;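 active = activation above the run mean over all test wells plus 3 SD, cut at about 32% in these data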;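 note: peak over basal fluorescence ratio per well then scaled between controls; 0% = DMSO wells and 100% = acetylcholine at EC100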
# * hit, by the source's call; . = not tested or not shown.
SMILES,CRFR2-BP antag,CHRM4 antagonist,CRFR2-BP ag,CHRM5 agonist,CHRM4 PAM,M1 PAM,CHRM5 PAM,CHRM5 antagonist,M4 ag
O=C(CN1C(=O)CCC1=O)c1ccc(-c2ccccc2)cc1,4,-21,-2.5,-2,8,11,-1,4,2
Cc1ccc(CNC(=O)[C@]2(C)CCC[C@@]3(C)C4CC[C@@]5(C)C[C@]4(CCC32)CC5=O)cc1 (some centres not stated),1,-1,0.4,-1,-3,-3,-10,13,11
COc1c2ccccc2c(OC)c2ccccc12,-21,-2,-0.4,-4,6,11,1,2,-2
CC1CCN(c2ccc(S(=O)(=O)N3CCC(C)CC3)cc2N)CC1,-6,-1,-1.4,2,-7,-11,-13,7,6
Cc1ccccc1OCCOc1cccc(/C=N/NC(=O)Cc2nnc(N)s2)c1,-43,9,3.5,-1,-7,1,-10,15,6
Cc1ccc2nc(-c3ccc(O)c(O)c3)cn2c1,0,6,-0.5,-1,0,9,13,-5,1
CC1CCC2(CC1)NC(=O)N(CC(=O)Nc1cccc(C#N)c1)C2=O (configuration not stated),-11,-11,0.4,6,4,8,-8,-2,1
CC1(C(=O)Nc2ccc3c(c2)OCO3)CCN1C(=O)c1ccccc1 (configuration not stated),.,-4,.,0,2,4,0,0,0
Cc1ccc(NC(=S)c2nc3ccccc3s2)cc1,-15,3,0.8,-2,1,-1,-3,2,-1
Cc1ccccc1Oc1ccc2c(c1)[C@@H]1C[C@H](N(C)C(=O)NC3CCCCC3)[C@H]([C@H](C)O)C(=O)N1CC2,1,12,-0.9,0,-5,5,-4,10,-1
COc1ccc(N2CCN(C(=O)CCC(=O)N3CCOc4ccc(C)cc43)CC2)cc1,-18,-9,3.0,1,5,0,-7,-1,6
Cc1[nH]c(C)c(S(=O)(=O)N2CCN(c3cccc(C(F)(F)F)c3)CC2)c1C(=O)N1CCCC1,-12,-15,-1.9,-3,-2,2,-1,4,2
Cc1cc2c(C)nc(-c3ccccc3)nc2o1,-5,2,0.1,-1,2,7,0,6,0
COc1ccc(OC)c(C2N(c3cc(C)on3)C(=O)C3CCCN32)c1 (configuration not stated),4,-6,-0.6,-6,0,5,1,6,1
CCN(CC)S(=O)(=O)c1ccc(N2CCCC2)c(NC(=O)c2nn(C)c(=O)c3ccccc23)c1,9,-4,-1.0,-4,-5,-1,-10,6,12
C=CCc1ccccc1OCC(O)Cn1ccnc1C (configuration not stated),-8,1,-0.8,-7,-4,-6,-2,1,1
CC(C)C(C)(C#N)NC(=O)CSc1nc(C2CCCCC2)n(-c2ccccc2)n1 (configuration not stated),-7,1,-2.1,-4,-3,4,0,3,0
COc1ccc(C(=S)Nc2ccccc2)cc1,5,-17,-2.2,-3,9,7,2,-10,0
CC(C)(C)c1cc[n+](/C(C(=S)Nc2ccccc2F)=C(/[O-])c2ccc3c(c2)OCCO3)cc1,-4,-2,-0.7,-7,-6,6,-8,16,1
N#Cc1c(C(F)(F)F)cc(-c2ccccc2)nc1SCCN1CCOCC1,-41,2,2.1,3,-3,-4,0,6,7
COc1cccc(C(=O)OCC(=O)Nc2cc(C)c(C)cc2[N+](=O)[O-])c1,-17,-5,-1.4,-1,13,6,0,0,1
COc1cccc(CN2CCN(Cc3ccc(OC)c(OC)c3)CC2CCO)c1 (configuration not stated),-3,-1,-0.3,-1,4,0,3,-24,1
CCCOc1ccc(/C=C/C(=O)Nc2ccc([N+](=O)[O-])cc2C)cc1OC,-10,-2,0.6,0,4,14,0,1,1
CCC1(c2ccccc2)NC(=S)N(c2ccc(C)c(C)c2)N1 (configuration not stated),-16,14,4.5,0,0,9,-2,16,1
CC1NC(=O)c2cc3ccccc3cc2-n2c1nc1ccccc1c2=O (configuration not stated),30,1,-1.7,0,1,-1,1,-1,3
COc1cccc(/C=C/C(=O)Nc2ccccc2N2CCOCC2)c1,-5,10,-1.1,-2,-13,-2,-9,10,18
COc1ccc(C(=O)OCC(=O)Nc2ccc(F)c(F)c2)cc1OC,10,0,-1.3,0,5,6,1,-4,5
CS(=O)(=O)N1CCCCC1c1cc(C(=O)Nc2cccc(C#N)c2)no1 (configuration not stated),.,-6,.,0,1,7,-2,0,1
Cc1cc(C)nc(N(C#N)Cc2cccc3ccccc23)n1,-7,-3,0.1,-5,5,-9,-8,1,-1
CCN(CCCNC(=O)CN1C(=O)COc2ccccc21)c1ccccc1,18,9,-0.6,1,2,-6,-2,3,1
C=CCn1cccc(C(=O)Nc2cc(OC)ccc2OC)c1=O,14,-7,-1.6,-1,7,10,-9,0,2
CCN(CC)CCNCC(O)(c1ccc(Cl)cc1)c1ccc(Cl)cc1,-38,16,17,-11,-22,-33,-16,7,6
N#Cc1nc(-c2ccco2)oc1N1CCN(c2cccc(Cl)c2)CC1,3,-5,-1.9,-5,-8,-2,-11,-6,1
CC(=O)c1ccc(NC(=O)Cn2cnc(S(=O)(=O)N3CCCCC3)c2)cc1,-4,-13,3.5,-2,6,16,7,-5,1
COC(=O)[C@@]12CCCCN1[C@H](c1ccc(-c3ccc(F)cc3)cc1)[C@@H]1C(=O)N(C)C(=O)[C@@H]12,1,0,-2.1,5,-2,1,-7,-4,1
CCOc1ccc(NC(=O)CN2CCN(CC(=O)Nc3ccc4c(c3)OCO4)CC2)cc1,-15,-8,-1.4,-6,12,8,2,-9,0

# Three of the entries above in order of their number in CRFR2-BP ag, ascending:
SMILES,CRFR2-BP antag,CHRM4 antagonist,CRFR2-BP ag,CHRM5 agonist,CHRM4 PAM,M1 PAM,CHRM5 PAM,CHRM5 antagonist,M4 ag
CC1NC(=O)c2cc3ccccc3cc2-n2c1nc1ccccc1c2=O (configuration not stated),30,1,-1.7,0,1,-1,1,-1,3
C=CCn1cccc(C(=O)Nc2cc(OC)ccc2OC)c1=O,14,-7,-1.6,-1,7,10,-9,0,2
Cc1cc(C)nc(N(C#N)Cc2cccc3ccccc23)n1,-7,-3,0.1,-5,5,-9,-8,1,-1

# The results go on:
SMILES,CRFR2-BP antag,CHRM4 antagonist,CRFR2-BP ag,CHRM5 agonist,CHRM4 PAM,M1 PAM,CHRM5 PAM,CHRM5 antagonist,M4 ag
O=C1N(Cc2cccc(Cl)c2)C[C@@H]2C[C@@H](c3cccn3-c3cccnc3)N3CCC[C@@]123,11,5,-2.9,-1,-3,10,1,13,0
COc1ccccc1NC(=O)CCn1c(=O)c2cccn2c2ccccc21,-4,-2,-0.9,-4,-3,-2,-12,18,13
O=C(Cn1cccc1C(=O)c1ccccc1)NCc1ccco1,-2,3,0.6,-4,4,11,-3,7,1
CCN(CC)S(=O)(=O)c1ccc(-c2nnc(SCC(C)=O)o2)cc1,13,10,-0.3,-2,-3,-2,-2,6,1
NC(=O)COC(=O)/C=C/c1cccc(Br)c1,-9,-2,-0.3,1,5,12,11,-7,1
CN(C)C=Nc1nonc1N,-5,-5,-1.1,1,3,-8,5,-8,1
Cc1ccc(S(=O)(=O)N2CCC(C(=O)NNC(=O)c3ccc(F)cc3)CC2)cc1,-8,7,-0.3,2,-10,-7,-12,9,10
Cc1nc(C)n(CC(O)COc2ccc3ccccc3c2)n1 (configuration not stated),19,-1,-1.7,1,-1,7,-1,0,2
CC(=O)c1ccc(OC(C)C)c(CN2CCCCC2)c1,-2,-14,-0.1,-5,7,0,4,-5,0
O=C1Nc2c(c(=O)[nH]c(=O)n2-c2ccccc2)C(C(F)(F)F)(C(F)(F)F)N1,-9,9,-1.2,-1,0,4,3,0,1
COc1ccc(/C=c2\s/c(=C/C(=O)c3ccc(C)cc3)[nH]c2=O)c(OC)c1,-192,2,123*,0,23,2,0,-5,2
CSc1sc(C)cc1C1C(C#N)=C(N)N(c2cccnc2)C2=C1C(=O)CCC2 (configuration not stated),-5,0,0.4,2,1,2,-3,2,2
CC(C)CN(C(=O)Cn1c(=O)cnc2ccccc21)C1CCS(=O)(=O)C1 (configuration not stated),4,-7,-0.6,-9,3,3,-33,100*,0
COc1ccc(Cl)cc1NC(=O)CN(C)CC(=O)N1CC(=O)Nc2ccccc21,10,-9,0.1,1,0,3,-1,7,5
CC(C)(C)OC(=O)N(CCc1ccccc1)Cc1cccc(OCc2cccc(NC(=O)c3ccccc3)c2)c1,-7,-6,1.2,2,-2,1,-2,-3,1
Cc1ccc(C(=O)Cn2nnc(-c3ccccc3)n2)cc1,-9,9,1.0,-3,-8,11,-8,11,15
Cc1ccc(N(C(=O)CNC(=O)c2ccco2)C(C(=O)NC2CCCC2)c2ccncc2)cc1C (configuration not stated),-1,-10,-0.9,-1,11,8,0,8,0
Cc1cc(OCC(=O)Nc2cccnc2)c2c(C)c(C)c(=O)oc2c1,20,-2,-0.4,2,-3,2,2,-3,1
O=C(c1ccccc1)N1CCC(=O)N(C(CO)Cc2ccccc2)CC1 (configuration not stated),3,2,-0.5,3,10,23,0,12,2
Cc1cccc(C)c1C(=NCCCN(C)C)c1ccccc1,-12,38*,-0.3,-9,-18,-27,-18,80*,2
NC(=O)CSc1nnc(-c2ccco2)n1-c1ccc(F)cc1,-11,-2,0.4,-1,0,2,4,-4,0
COCCCNC(=O)c1cc(S(=O)(=O)N2CCOCC2)ccc1SCc1cccc(OC)c1OC,3,4,-1.0,2,5,11,1,7,2
CCN(CC1CCCN(CCc2cccc(F)c2)C1)C(=O)c1cc(C)oc1C (configuration not stated),10,7,-3.9,-8,-11,-20,3,-7,0
C[C@@H]1CC[C@]2(C(=O)O)CC[C@]3(C)C(=CCC4[C@]56CC[C@@](O)(OC5)C(C)(C)C6CC[C@]43C)C2[C@H]1C (some centres not stated),-13,-7,2.2,3,1,6,-1,-1,1
O=C(c1ccc(OC2CCN(C/C=C/c3ccc(F)cc3)CC2)cc1)N1CCCCC1,-28,4,-4.0,-7,-13,-16,-9,3,6
COC(=O)c1ccc(NC(=O)C(=O)N2CCN(C(=S)Nc3cccc(C)c3C)CC2)cc1,1,12,0.7,1,-5,-7,-6,14,1
COc1ccc(-c2nc(CS(=O)CC(=O)NCc3ccco3)c(C)o2)cc1OC (configuration not stated),33,-32,6.2,0,15,10,2,-1,1
C=C(C)COC(=O)c1ccccc1C(=O)OCC1(C)CO1 (configuration not stated),21,-3,-2.0,0,3,11,3,12,2
COc1cccc(NC(=O)N(C)C[C@@H]2Oc3cc(Br)ccc3S(=O)(=O)N([C@@H](C)CO)C[C@H]2C)c1,-7,3,12,1,-5,1,2,0,1
Cc1ccc(C)c(NC(=O)c2cc[n+](C)cc2)c1,-2,4,1.3,-6,-1,10,-6,6,-1
CCOC(=O)c1c(NC(=S)Nc2ccc(Cl)cc2)sc(C)c1C,-1,-2,0.1,2,13,8,-3,0,3
O=C(CNC(=O)c1ccccc1)OCC(=O)c1cccs1,-9,1,0.1,-2,7,6,7,8,2
CC(=O)c1cc(C(=O)N2CCCC(C(=O)c3ccc(Cl)cc3)C2)cs1 (configuration not stated),12,12,-2.2,-1,-6,10,3,6,5

# Single records, as listed above. Order of values: CRFR2-BP antag	CHRM4 antagonist	CRFR2-BP ag	CHRM5 agonist	CHRM4 PAM	M1 PAM	CHRM5 PAM	CHRM5 antagonist	M4 ag
# COc1cccc(/C=C/C(=O)Nc2ccccc2N2CCOCC2)c1 is entered as -5	10	-1.1	-2	-13	-2	-9	10	18
# Cc1cc(C)nc(N(C#N)Cc2cccc3ccccc23)n1 is entered as -7	-3	0.1	-5	5	-9	-8	1	-1
